proCasp3 act – activates human procaspase-3 | P42574 | recombinant procaspase-3 D3A, Ac-DEVD-pNA absorbance 405 nm | activation, % at 8.5 µM | 0.11% of 330,000 active | AID 463141;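 active = activation above the mean of all tested compounds plus 3 SD, cut at about 21% in these data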;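 also: 0% = DMSO alone and 100% = DMSO wells spiked with extra 5 µM PC-3 D3A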
Target sequence (P42574 whole entry D9A/D28A/D175A): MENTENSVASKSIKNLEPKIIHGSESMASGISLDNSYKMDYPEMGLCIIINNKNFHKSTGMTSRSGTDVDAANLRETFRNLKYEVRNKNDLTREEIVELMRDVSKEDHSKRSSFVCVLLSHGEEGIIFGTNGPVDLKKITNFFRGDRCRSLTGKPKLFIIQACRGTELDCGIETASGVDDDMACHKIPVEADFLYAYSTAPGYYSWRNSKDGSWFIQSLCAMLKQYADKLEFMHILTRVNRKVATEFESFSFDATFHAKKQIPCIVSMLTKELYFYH
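material = Procaspase-3 D3A mutant | probe or stimulus = Ac-DEVD-pNA | compound = single dose, 8.5 µM nominal compound, 0.8% DMSO | timing = 1 h preincubation, 2 h reaction | measured by = 405 nm absorbance of p-nitroaniline, reads at 0 and 120 min | benchmarks = DMSO-only low control, 5 µM PC-3 D3A high control | repeats = singlicate, each compound tested once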
LAP4-GFP MLPCN – modulators of TOR pathway LAP4-GFP in S. cerevisiae; S. cerevisiae LAP4-GFP multiplex, flow cytometry GFP, 3 h; median GFP as percent of DMSO wells; GFP response vs DMSO, % at 10 µM; 0.34% of 320,000 active; AID 2023;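 active = GFP response vs DMSO above a set limit, about the screen mean plus 3 SD, cut at about 150% in these data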
CR mimetic SO – lowers age-related superoxide in aged yeast cells; S. cerevisiae aged cells, superoxide DHE fluorescence; active compounds read low; superoxide response (% of plate mean), % at 10 µM; 0.18% of 330,000 active; AID 2690;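 active = superoxide response under a set limit, about three screen SD below normal, cut at about 65% in these data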;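 also: yeast aged for seven days with compound at 30 °C before DHE staining; 100% = average MFI of all compound-treated wells on the plate with controls excluded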
proCasp7 act – counter-screen for procaspase-3 activators: activators of human procaspase-7; P55210; recombinant procaspase-7, Ac-DEVD-pNA absorbance 405 nm; D23A/D198A/D206A triple mutant, cannot self-cleave; scale: DMSO 0, 5 µM enzyme 100; activation, % at 8.5 µM; 0.093% of 330,000 active;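 active = percent activation above the screen-wide mean plus 3 SD, cut at about 25% in these data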
Target sequence (P55210 whole entry D23A/D198A/D206A): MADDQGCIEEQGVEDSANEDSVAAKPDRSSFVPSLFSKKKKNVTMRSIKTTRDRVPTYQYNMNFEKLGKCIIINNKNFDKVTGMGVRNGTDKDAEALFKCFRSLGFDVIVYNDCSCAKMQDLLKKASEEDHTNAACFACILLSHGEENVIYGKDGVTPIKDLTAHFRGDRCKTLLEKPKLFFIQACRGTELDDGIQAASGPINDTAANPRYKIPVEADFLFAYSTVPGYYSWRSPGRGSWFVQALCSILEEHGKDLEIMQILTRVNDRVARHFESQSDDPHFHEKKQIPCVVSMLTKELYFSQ
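Assay system – Uncleavable procaspase-7 mutant enzyme · Quantity – 2 µM procaspase-7 mutant as dispensed · Times – 1 h preincubation, 2 h reaction · Dosing – single nominal 8.5 µM compound dose, 0.8% DMSO final · Buffer or medium – Zinc-free 50 mM HEPES buffer, pH 7.4, with NaCl and Triton X-100 · Detection – Epi-absorbance of released pNA at 405 nm, two timepoints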
JMJD2C inh – blocks human GASC-1 demethylase activity. GST-JMJD2C(1-420) H3K9me3 demethylation, DELFIA europium. 0.069% of 330,000 active. AID 2099. inhibition, % at 2.35 µM. Q9H3R0;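 active = more than half of a compound's replicate wells show inhibition beyond 50%, single wells judged on their own value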;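 also: signal counts dimethyl H3K9 product captured on neutravidin plate; 0% = median of DMSO wells and 100% = 0.3 times that DMSO median; strong numbers were not always called active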
Target sequence (Q9H3R0 1-420 limits assumed): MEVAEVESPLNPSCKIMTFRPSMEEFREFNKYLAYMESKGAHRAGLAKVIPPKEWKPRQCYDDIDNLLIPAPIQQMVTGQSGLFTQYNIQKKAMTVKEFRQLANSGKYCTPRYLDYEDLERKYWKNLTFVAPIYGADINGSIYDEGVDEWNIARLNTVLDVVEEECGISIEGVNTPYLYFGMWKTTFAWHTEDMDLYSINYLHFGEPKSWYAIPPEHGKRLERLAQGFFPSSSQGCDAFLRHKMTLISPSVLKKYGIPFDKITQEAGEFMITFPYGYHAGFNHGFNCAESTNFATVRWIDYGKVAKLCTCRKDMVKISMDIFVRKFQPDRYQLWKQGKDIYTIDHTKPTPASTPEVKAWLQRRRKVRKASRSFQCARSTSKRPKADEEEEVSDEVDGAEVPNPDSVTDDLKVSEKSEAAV
MEP2-GFP yeast – modulators of TOR pathway MEP2-GFP in S. cerevisiae | S. cerevisiae MEP2-GFP strain, flow cytometry GFP, 3 h; 100% = DMSO control level | GFP response vs DMSO, % at 10 µM | 0.51% of 330,000 active;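 active = GFP response versus DMSO above a set limit, roughly screen mean plus 3 SD, cut at about 180% in these data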;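 also: median GFP fluorescence of the barcode-gated MEP2-GFP cells per well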
AHR activator – human AHR activation | activation, % at 5 µM | AHR-responsive luciferase reporter cells, luminescence | AID 2796 | P35869 | 2.5% of 320,000 active; in the data active = activation above about 47%;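 also: 0% = vehicle wells and 100% = reference agonist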
RPL19A-GFP yeast – yeast TOR pathway RPL19A-GFP modulation. S. cerevisiae RPL19A-GFP strain, flow cytometry, 3 h; active compounds read low. 0.3% of 330,000 active. AID 2025. percent response vs DMSO, % at 10 µM;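 active = percent response vs DMSO below 50%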;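 also: median channel GFP fluorescence of the barcoded RPL19A-GFP strain; ratio of sample median GFP to plate DMSO average so 100% = DMSO; lower means less RPL19A-GFP as with rapamycin TOR inhibition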
Starred values were filed as active, the others as inactive; / = not tested or not shown.

SMILES | proCasp3 act | LAP4-GFP MLPCN | CR mimetic SO | proCasp7 act | JMJD2C inh | MEP2-GFP yeast | AHR activator | RPL19A-GFP yeast
CC(=O)C1=C(O)C(=O)N(c2ccc(C)cc2)C1c1ccc([N+](=O)[O-])cc1 (stereo not drawn) | -6 | 89 | 109 | 4 | -12 | 105 | 1 | 103
CC(=O)c1cccc(Nc2cc(C)nc3c(C)cc(C)cc23)c1 | 6 | 88 | 91 | 3 | 5 | 113 | 56* | 92
CCOCCCNC(=O)C(NC(=O)Cc1cccs1)c1ccc(C)cc1 (stereo not drawn) | 5 | 110 | 100 | 11 | -1 | 120 | 0 | 98
Nc1nnc(SCC(=O)Nc2ccc(F)c(Cl)c2)n1-c1ccccc1 | -3 | 97 | 92 | -2 | -33 | 99 | 8 | 104
COc1ccc(C2SCC(=O)N2c2nc3ccccc3s2)cc1 (stereo not drawn) | 0 | 90 | 91 | 6 | -3 | 100 | 6 | 105
Cc1ccc(S(=O)(=O)N2CCN(C(=O)COC(=O)c3cnc(C)cn3)CC2)c(C)c1 | 9 | 94 | 89 | 13 | 16 | 93 | -1 | 93
C/C(CC(=O)Nc1ccc(Cl)cc1C(F)(F)F)=N\NC(=O)c1cccs1 | -6 | 110 | 92 | 0 | 1 | 95 | 6 | 96
COc1ccc(/C=N/Nc2cc(C)nc3ccccc23)cc1 | -52 | 90 | 101 | -50 | -2 | 100 | 120* | 103
Cc1ccc(CNCC(O)(c2ccc(F)cc2)c2ccc(F)cc2)cc1 | 1 | 96 | 87 | -6 | -26 | 101 | 1 | 101
CCOc1ccc(CCNC(=O)COC(=O)/C=C/c2ccco2)cc1OCC | -6 | 89 | 100 | 3 | 7 | 90 | -3 | 95
COc1ccc(C(=O)NC2CCN(C(=S)Nc3ccc(C)cc3)CC2)cc1 | 0 | 101 | 109 | 3 | 12 | 99 | 0 | 96
COc1cccc([C@@H]2CC=C(C(=O)O)CN2S(=O)(=O)c2ccc(C)cc2)c1 | 2 | 140 | 105 | -1 | 0 | 88 | -3 | 94
CC(C)Oc1ccc(C(CC(=O)O)n2cnnn2)cc1 (stereo not drawn) | 1 | 96 | 101 | 7 | 51 | 99 | 1 | 98
CCN(C(=O)COC(=O)Cc1cccc2ccccc12)C1CCS(=O)(=O)C1 (stereo not drawn) | 13 | 93 | 78 | -4 | -4 | 97 | 1 | 94
O=C(NNC(=O)c1cc(F)c(F)cc1Cl)c1ccc(NS(=O)(=O)c2cccs2)cc1 | 4 | 93 | 89 | -3 | 2 | 95 | 0 | 91
CC1CCCCC12NC(=O)N(CC(=O)NCc1ccccc1)C2=O (stereo not drawn) | 6 | 98 | 106 | 5 | -4 | 102 | 0 | 96
COC(=O)c1ccc(Oc2ccc(C(C)(C)C)cc2)c([N+](=O)[O-])c1 | 2 | 93 | 96 | 6 | 7 | 101 | 0 | 99
COc1cccc(CNC(=O)C2CCCN(S(=O)(=O)c3c(C)n[nH]c3C)C2)c1 (stereo not drawn) | -12 | 99 | 94 | 8 | -2 | 99 | 1 | 98
CC(C(=O)Nc1ccccc1F)N1CCN(C)CC1 (stereo not drawn) | 4 | 93 | 100 | -1 | -30 | 109 | 1 | 110
CCN(CC)CCOc1c(Br)ccc2c1sc1nc3n(c(=O)c12)CCC3 | 0 | 92 | 98 | 12 | -8 | 89 | 15 | 98
CC(C)CC(CO)N1CCN(C(=O)c2cccc(C(F)(F)F)c2)CCC1=O (stereo not drawn) | 5 | 107 | 104 | -6 | 6 | 90 | 1 | 101
CCN(CC(=O)N1CCCC1)S(=O)(=O)c1cc(C)ccc1OC | 5 | 96 | 101 | -12 | 0 | 99 | 0 | 97
CCCN(CCC)C(=O)Cn1c(=O)c2ccccc2n2c(=S)sc(-c3ccccc3C)c12 | 9 | 100 | 107 | -8 | -1 | 106 | 5 | 110
Cc1ccc(OCC(O)CN2CCCC2)cc1 (stereo not drawn) | 1 | 98 | 122 | -13 | -10 | 114 | -1 | 104
N#CC(C#N)=c1ccc2c(c1)N1C(c3ccccc3)=CC(c3ccccc3)C3CCCCC31N=2 (stereo not drawn) | -2 | 108 | 87 | -1 | 0 | 110 | 4 | 105
COc1ccc(CN2CCN(c3cc(C)nc4c5c(C)cc(C)nc5nn34)CC2)cc1F | 18 | 97 | 99 | 15 | -3 | 112 | 3 | 106
CCOC(=O)C1CCN(C(c2cc3ccc(C)c(C)c3[nH]c2=O)c2nnnn2C2CCCCC2)CC1 (stereo not drawn) | 5 | 98 | 84 | 1 | 14 | 90 | 7 | 102
CCOC(=O)c1ccc(NC(=S)NCCCn2ccnc2)cc1 | -6 | 92 | 96 | 0 | -16 | 95 | -1 | 91
CCn1cnc2c1c(=O)n(CC(=O)NCC(C)C)c(=O)n2Cc1ccccc1 | 0 | 103 | 100 | 5 | -20 | 106 | -1 | 104
O=C1CC(N2CCC(c3nc4ccccc4[nH]3)CC2)C(=O)N1Cc1ccccc1 (stereo not drawn) | -21 | 103 | 98 | -35 | 65 | 112 | -1 | 104
Cc1cccc(C2(c3cccc(C)c3)CC2C(=O)NCC2CCCO2)c1 (stereo not drawn) | 3 | 97 | 105 | 4 | 9 | 100 | 1 | 100
COCCCn1cnnc1SCC(=O)Nc1ccc(S(=O)(=O)N2CCCC2)cc1 | 0 | 99 | 100 | -1 | 4 | 105 | 1 | /
CC(C)C(NC(=O)c1ccc(Cl)cc1Cl)C(=O)N1CCC1 (stereo not drawn) | -2 | 94 | 118 | 0 | 1 | 99 | 0 | 98
COc1cc(-c2nc3ccccn3c2/N=C/c2cc(OC)c(O)cc2Cl)ccc1O | -4 | 93 | 101 | -2 | 9 | 99 | 18 | 100
O=C(O)c1cccc(Nc2nc3ccccc3nc2NS(=O)(=O)c2ccccc2)c1 | 0 | 113 | 119 | 5 | -4 | 95 | 0 | 96
Oc1ccc(/C=C/c2ccnc3ccccc23)cc1 | 6 | 101 | 108 | -6 | -3 | 102 | 6 | 103
O=C(COC(=O)c1cccc([N+](=O)[O-])c1)NCc1cccs1 | 7 | 85 | 99 | -2 | -8 | 84 | -1 | 91
Cc1nn(CCC(=O)NCCc2ccccc2Cl)c(=O)c2nn(-c3ccccc3)c(C)c12 | 4 | 105 | 100 | 9 | -22 | 113 | 3 | 103
CCC(=O)C1CCCN(C(=O)CCc2nnc(-c3ccc4c(c3)OCO4)o2)C1 (stereo not drawn) | 7 | 90 | 98 | -8 | 3 | 102 | 6 | 100
O=C(COC(=O)Cn1cnc2ccccc21)Nc1cccc([N+](=O)[O-])c1 | -3 | 82 | 90 | 1 | -2 | 97 | 3 | 99
CC(C)CN1C(=O)c2ccccc2C1(O)Cc1ccccc1 (stereo not drawn) | 8 | 98 | 98 | 6 | -7 | 116 | 7 | 111
CCCC(=O)Nc1c(-c2cccc(C)c2)c(=O)c2ccccc2n1C | 7 | 109 | 96 | 1 | 1 | 107 | 7 | 103
COc1cc2c(cc1OC)CN(C(=O)CN1C(=O)c3ccc([N+](=O)[O-])cc3C1=O)CC2 | -4 | 115 | 106 | -7 | 0 | 84 | 2 | 96
CS(=O)(=O)N(CC(=O)NCc1ccco1)c1ccc(Cl)c(C(F)(F)F)c1 | 2 | 101 | 91 | -7 | -2 | 97 | 1 | 98
COc1ccc(C(=O)NNC(=O)Cn2nnc(-c3ccc(OC)c(OC)c3)n2)cc1 | 11 | 92 | 92 | 2 | 0 | 99 | 2 | 101
O=C(Nc1ccccc1OC(F)F)c1ccc(Br)o1 | 5 | 100 | 102 | 4 | 0 | 99 | 22 | 103
O=C1NN(c2ccccc2)C(=O)/C1=C/c1ccc(-c2ccc(C(=O)O)cc2)o1 | 2 | 89 | 95 | -5 | 2 | 93 | -3 | 101
Cc1cc(C)nc(NC(=O)c2cc([N+](=O)[O-])cc([N+](=O)[O-])c2)n1 | 1 | 94 | 133 | 0 | 4 | 86 | 27 | 89
CC(=O)Nc1c(-c2ccccc2)nc2ncccn12 | 7 | 109 | 94 | 8 | 4 | 102 | 2 | 106
CC(=O)Oc1ccc(C(=O)Nc2cccc(C(=O)c3ccc(C)c(C)c3)c2)cc1 | 2 | 104 | 101 | 2 | 5 | 92 | 0 | 100
CS(=O)(=O)N(CC(=O)N1CCCC1)Cc1ccccc1 | 5 | 98 | 95 | 7 | 2 | 97 | 0 | 104
O=C(Nc1ccc2c(c1)C(=O)NC2=O)c1ccc(S(=O)(=O)N2CCCC2)cc1 | 3 | 99 | 113 | 4 | -12 | 102 | -6 | 98
O=C(CNC(=O)c1ccc(Cl)cc1)OCC(=O)c1ccc2c(c1)OCCO2 | 1 | 98 | 87 | -4 | -4 | 96 | 0 | 99
COc1ccc(S(=O)(=O)N(C)C[C@H]2Oc3ccc(NC(=O)Nc4ccc5c(c4)OCO5)cc3CC(=O)N([C@@H](C)CO)C[C@@H]2C)cc1 | 0 | 93 | 98 | 1 | -18 | 94 | -1 | 98
COc1ccc(-n2nc(C(=O)NCC(=O)NC(C)C)c3ccccc3c2=O)cc1OC | -8 | 98 | 108 | -1 | 1 | 100 | -1 | 102
CCOc1ccc(N2CC(C(=O)NCCc3ccc(F)cc3)CC2=O)cc1 (stereo not drawn) | 3 | 96 | 109 | -2 | 11 | 101 | -3 | 102
COc1ccc2cc(C(c3nnnn3C3CCCC3)N3CCCCCC3)c3nnnn3c2c1 (stereo not drawn) | -9 | 102 | 100 | 2 | -8 | 106 | 5 | 99
COc1ccc(-c2cc(C(F)(F)F)c(C#N)c(SCC(=O)Nc3nc(C)co3)n2)cc1 | -2 | 97 | 111 | 11 | -2 | 114 | 14 | 76
CCn1c(=O)cc(N2CCN(Cc3ccccc3)CC2)[nH]c1=O | 0 | 105 | 94 | -5 | 10 | 92 | -1 | 93
Cc1ccc(SCC(=O)NCC2COc3ccccc3O2)cc1 (stereo not drawn) | 3 | 104 | 115 | -15 | -11 | 104 | 3 | 100
CC1CC(=O)Nc2cc([N+](=O)[O-])ccc2N1 (stereo not drawn) | 2 | 102 | 93 | -3 | 10 | 102 | 0 | 101

Complete entries from above. Order of values: proCasp3 act | LAP4-GFP MLPCN | CR mimetic SO | proCasp7 act | JMJD2C inh | MEP2-GFP yeast | AHR activator | RPL19A-GFP yeast
`O=C(COC(=O)Cn1cnc2ccccc21)Nc1cccc([N+](=O)[O-])c1` across the screens: -3 | 82 | 90 | 1 | -2 | 97 | 3 | 99
`CC(=O)Oc1ccc(C(=O)Nc2cccc(C(=O)c3ccc(C)c(C)c3)c2)cc1` across the screens: 2 | 104 | 101 | 2 | 5 | 92 | 0 | 100
`COc1ccc(-c2cc(C(F)(F)F)c(C#N)c(SCC(=O)Nc3nc(C)co3)n2)cc1` across the screens: -2 | 97 | 111 | 11 | -2 | 114 | 14 | 76
`COc1ccc(C(=O)NC2CCN(C(=S)Nc3ccc(C)cc3)CC2)cc1` across the screens: 0 | 101 | 109 | 3 | 12 | 99 | 0 | 96
`Oc1ccc(/C=C/c2ccnc3ccccc23)cc1` across the screens: 6 | 101 | 108 | -6 | -3 | 102 | 6 | 103

Screening results from PubChem BioAssay.
